# PAFAH1B3 FP inh: PAFAH1B3 enzyme inhibitors, primary screen, biochemical, fluorescence polarization, human; Platelet-activating factor acetylhydrolase IB subunit alpha1 (Homo sapiens), Q15102; recombinant PAFAH1B3, FP-rhodamine probe; inhibition, % at 3.39 µM; 0.28% of 340,000 active;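 active = inhibition above the screen-wide average of all tested compounds plus 3 SD, cut at about 25% in these data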;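 note: 0% = enzyme with DMSO only and 100% = wells lacking PAFAH1B3 protein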
# Target sequence (Q15102 whole entry, looked up): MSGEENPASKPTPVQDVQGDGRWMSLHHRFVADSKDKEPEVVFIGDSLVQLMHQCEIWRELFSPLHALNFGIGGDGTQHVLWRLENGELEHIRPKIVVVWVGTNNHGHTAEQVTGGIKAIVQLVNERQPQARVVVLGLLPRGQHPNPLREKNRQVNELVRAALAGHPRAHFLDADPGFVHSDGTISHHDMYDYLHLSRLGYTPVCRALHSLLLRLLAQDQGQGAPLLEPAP
# PAFAH1B2 inh: PAFAH1B2 enzyme inhibitors, primary screen, biochemical, fluorescence polarization, human; recombinant PAFAH1B2, FP-rhodamine activity probe; 1.2% of 340,000 active; Platelet-activating factor acetylhydrolase IB subunit alpha2 (Homo sapiens), P68402; inhibition, % at 3.39 µM;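 active = inhibition above the mean of all tested compounds plus 3 SD, cut at about 24% in these data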;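 note: 0% = enzyme with DMSO and 100% = wells lacking PAFAH1B2; many of its hits are not listed in these tables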
# Target sequence (P68402 whole entry, looked up): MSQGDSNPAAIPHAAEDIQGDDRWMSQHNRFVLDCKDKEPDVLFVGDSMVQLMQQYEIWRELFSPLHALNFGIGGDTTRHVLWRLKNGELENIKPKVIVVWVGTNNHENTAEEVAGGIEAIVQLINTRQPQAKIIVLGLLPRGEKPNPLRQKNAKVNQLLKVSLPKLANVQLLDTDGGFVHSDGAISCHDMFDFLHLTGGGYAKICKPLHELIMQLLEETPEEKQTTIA
# * = called active by the depositor; & = joins results of further samples.
Structure: CCCCOC(=O)c1ccccc1N
  PAFAH1B3 FP inh: 3
  PAFAH1B2 inh: -5
Structure: Cc1cc(C(=O)OCC(=O)Nc2c(F)cccc2F)c(C)n1C1CC1
  PAFAH1B3 FP inh: 5
  PAFAH1B2 inh: -2
Structure: CCOP(=O)(CCP(=O)(OCC)OCC)OCC.C[CH2][Sn]([Cl])([Cl])[CH2]C
  PAFAH1B3 FP inh: 7
  PAFAH1B2 inh: 3
Structure: Cc1ccc2c(c1)NP(=S)(Oc1ccccc1)N2 (configuration not stated)
  PAFAH1B3 FP inh: 4
  PAFAH1B2 inh: 18
Structure: C[C@]12CCC3C(CC[C@H]4[C@@H](O)[C@H](O)CC[C@]34C)C1CCC2=O (some centres not stated)
  PAFAH1B3 FP inh: 0
  PAFAH1B2 inh: 2
Structure: S=P(NCCSCc1ccccc1)(N1CC1)N1CC1
  PAFAH1B3 FP inh: 7
  PAFAH1B2 inh: 13
Structure: CCOP(=O)(NC(C)C)Oc1ccc(SC)c(C)c1 (configuration not stated)
  PAFAH1B3 FP inh: -3
  PAFAH1B2 inh: 1
Structure: CCCC(C)CC1(CCO)C(=O)NC(=S)NC1=O (configuration not stated)
  PAFAH1B3 FP inh: 8
  PAFAH1B2 inh: 13
Structure: NCCc1cc(O)c(O)cc1O
  PAFAH1B3 FP inh: 88*
  PAFAH1B2 inh: 55*
Structure: CC1=CC2OC3CC4OC(=O)C=CC=CC(=O)OCCC(C)C(O)C(=O)OCC2(CC1O)C4(C)C31CO1 (configuration not stated)
  PAFAH1B3 FP inh: 7
  PAFAH1B2 inh: -2
Structure: CC(=O)c1cn(Cc2ccccc2F)c2ccccc12
  PAFAH1B3 FP inh: 14
  PAFAH1B2 inh: -2
Structure: CC1C(=O)OC2CCN3CC4OC4(COC(=O)C(C)(O)C1(C)O)C23 (configuration not stated)
  PAFAH1B3 FP inh: 4
  PAFAH1B2 inh: 4
Structure: C[C@]12CCC3C(CC[C@H]4C[C@H](O)CC[C@]34C)C1C[C@H](O)[C@H]2O (some centres not stated)
  PAFAH1B3 FP inh: 6
  PAFAH1B2 inh: 0
Structure: Cc1nn(CC(C)C)c(Cl)c1C(=O)NC1CCCCC1
  PAFAH1B3 FP inh: 0
  PAFAH1B2 inh: 0
Structure: CSc1nc(Cl)c(Br)c(N2CC2)n1
  PAFAH1B3 FP inh: 13
  PAFAH1B2 inh: 6
Structure: CC1([N+](=O)[O-])COP(=O)(Nc2ccc(F)cc2)OC1 (configuration not stated)
  PAFAH1B3 FP inh: 7
  PAFAH1B2 inh: 6
Structure: CN(C(=O)Oc1cccc2ccccc12)C1C=CCC1 (configuration not stated)
  PAFAH1B3 FP inh: 5
  PAFAH1B2 inh: -2
Structure: ClCCN(CCCl)c1ccc(C=NNc2ncccn2)cc1
  PAFAH1B3 FP inh: 11
  PAFAH1B2 inh: 23
Structure: CC[C@@H](O)C[C@H]1CCC[C@@]2(C[C@@H]3OC(=O)/C=C/[C@@](C)(O)[C@@H](O)[C@H](C)[C@@H](O)[C@H](OC4CCC(N(C)C)C(C)O4)[C@@H](O)[C@](C)(O)CCCCC/C=C/[C@@H]4CC(C)(C)O[C@@]4(O)C[C@H](O2)[C@H]3C)O1 (some centres not stated)
  PAFAH1B3 FP inh: 6
  PAFAH1B2 inh: 1
Structure: COc1cc(C=C2C(=O)NC(=O)NC2=O)ccc1OCc1ccc([N+](=O)[O-])cc1
  PAFAH1B3 FP inh: 2
  PAFAH1B2 inh: 26*
Structure: CN1OC[C@@H]2CN[C@H](c3ccccc3Br)C[C@@H]21
  PAFAH1B3 FP inh: 1
  PAFAH1B2 inh: 2
Structure: O=C1NC(=O)C2(CCN(c3ccccc3)CC2)C(=O)N1
  PAFAH1B3 FP inh: 1
  PAFAH1B2 inh: 5
Structure: Cn1cc(Br)c(C(=O)Nc2ccc3c(C(F)(F)F)cc(=O)oc3c2)n1
  PAFAH1B3 FP inh: 2
  PAFAH1B2 inh: 4
Structure: NP(=O)(Nc1ccccc1)Nc1ccccc1
  PAFAH1B3 FP inh: 5
  PAFAH1B2 inh: 4
Structure: CCOC(=O)[C@]12Cc3cc(Cl)ccc3[C@H]1N(Cc1ccccc1)C(=O)c1ccccc12
  PAFAH1B3 FP inh: 0
  PAFAH1B2 inh: 2

# Complete entries as entered above. Screens in order: PAFAH1B3 FP inh	PAFAH1B2 inh
# CC1([N+](=O)[O-])COP(=O)(Nc2ccc(F)cc2)OC1 (configuration not stated) is listed with 7	6
# CC(=O)c1cn(Cc2ccccc2F)c2ccccc12 is listed with 14	-2

# A second format for some results above:
# Each structure is followed by: PAFAH1B3 FP inh | PAFAH1B2 inh
- C[C@]12CCC3C(CC[C@H]4[C@@H](O)[C@H](O)CC[C@]34C)C1CCC2=O (some centres not stated)
    0 | 2
- Cc1nn(CC(C)C)c(Cl)c1C(=O)NC1CCCCC1
    0 | 0
- CCCCOC(=O)c1ccccc1N
    3 | -5
- CC1C(=O)OC2CCN3CC4OC4(COC(=O)C(C)(O)C1(C)O)C23 (configuration not stated)
    4 | 4

# The listing continues:
Structure: COc1ccc(NP2(=O)OCC(C)(N)CO2)cc1 (configuration not stated)
  PAFAH1B3 FP inh: 6
  PAFAH1B2 inh: 6
Structure: O=[N+]([O-])/C=C/c1c(Cl)cccc1Cl
  PAFAH1B3 FP inh: 5
  PAFAH1B2 inh: 1
Structure: CC12C=CC(=O)C=C1CCC1C2C(O)CC2(C)C1CCC2(C)O (configuration not stated)
  PAFAH1B3 FP inh: -1
  PAFAH1B2 inh: 3
Structure: CCOC(=O)[C@]12Cc3cc(OC)c(OC)cc3[C@H]1N(Cc1ccccc1)C(=O)c1ccccc12
  PAFAH1B3 FP inh: -5
  PAFAH1B2 inh: 3
Structure: O=P(Oc1ccccc1)(Oc1ccccc1)N1CCOCC1
  PAFAH1B3 FP inh: 17
  PAFAH1B2 inh: 5
Structure: CC(=O)Nc1nc(CCl)cs1
  PAFAH1B3 FP inh: 4
  PAFAH1B2 inh: -2
Structure: O=P(Oc1ccccc1)(N1CCOCC1)N1CCOCC1
  PAFAH1B3 FP inh: -4
  PAFAH1B2 inh: -1
Structure: COCCCNP1(=O)OCC(C)([N+](=O)[O-])CO1 (configuration not stated)
  PAFAH1B3 FP inh: 10
  PAFAH1B2 inh: -1
Structure: CCC1(CC(C)C)C(=O)NC(=S)NC1=O
  PAFAH1B3 FP inh: 12
  PAFAH1B2 inh: 3
Structure: Cc1ccc(/C=C2\C(=O)NC(=S)N(c3ccc(F)cc3)C2=O)o1
  PAFAH1B3 FP inh: -2
  PAFAH1B2 inh: 3
Structure: Cc1cccc(NP2(=O)NCCCN2)c1
  PAFAH1B3 FP inh: 3
  PAFAH1B2 inh: -1
Structure: CC[C@H]1CN2CCC1C[C@@H]2[C@H](O)c1ccnc2ccc(OC)cc12 (some centres not stated)
  PAFAH1B3 FP inh: 5
  PAFAH1B2 inh: -4
Structure: N#CC1c2ccccc2-n2nncc2CN1S(=O)(=O)c1ccccc1 (configuration not stated)
  PAFAH1B3 FP inh: 11
  PAFAH1B2 inh: 1
Structure: O=C1NC(=O)N(Cc2ccccc2)C(=O)C1Cc1ccccc1 (configuration not stated)
  PAFAH1B3 FP inh: 9
  PAFAH1B2 inh: 10
Structure: CC(C)NC(=O)Cn1cc(C(=O)c2ccccc2)c2ccccc21
  PAFAH1B3 FP inh: 0
  PAFAH1B2 inh: -6
Structure: CC1(CCO)C(=O)NC(=S)NC1=O
  PAFAH1B3 FP inh: 14
  PAFAH1B2 inh: 4
Structure: COc1ccc(CN2CCN(C(=O)COc3cccc(C)c3)CC2)c(OC)c1
  PAFAH1B3 FP inh: 8
  PAFAH1B2 inh: 3
Structure: CC(=O)OC(C)(C)/C=C/C(=O)C(C)(O)C1C(O)CC2(C)C3CC=C4C(CC(O)C(=O)C4(C)C)C3(C)C(=O)CC12C (configuration not stated)
  PAFAH1B3 FP inh: 7
  PAFAH1B2 inh: 2
Structure: CN1C(=O)C(Cc2ccccc2)C(=O)N(C)C1=O
  PAFAH1B3 FP inh: 10
  PAFAH1B2 inh: 2
Structure: COc1ccccc1C=C1C(=O)NC(=S)NC1=O
  PAFAH1B3 FP inh: 6
  PAFAH1B2 inh: -1
Structure: CC12CCC3C(CCC4(O)CC(O)CCC34C=O)C1(O)CCC2C1=CC(=O)OC1 (configuration not stated)
  PAFAH1B3 FP inh: 7
  PAFAH1B2 inh: 0
Structure: CC1NC(=O)NC(=O)C1Br (configuration not stated)
  PAFAH1B3 FP inh: 3
  PAFAH1B2 inh: 5
Structure: Cn1cccc1/C=C1\C(=O)NC(=O)N(CCC2=CCCCC2)C1=O
  PAFAH1B3 FP inh: 1
  PAFAH1B2 inh: 4
Structure: CC(=O)N1Cc2cnnn2-c2ccccc2C1(C#N)Cc1ccccc1 (configuration not stated)
  PAFAH1B3 FP inh: 0
  PAFAH1B2 inh: -2
Structure: CCC1(CCC(C)C)C(=O)NC(=S)NC1=O
  PAFAH1B3 FP inh: 6
  PAFAH1B2 inh: 0

# An excerpt from above in order of formula weight, lowest first.
Structure: CN1C(=O)C(Cc2ccccc2)C(=O)N(C)C1=O
  PAFAH1B3 FP inh: 10
  PAFAH1B2 inh: 2
Structure: CC[C@H]1CN2CCC1C[C@@H]2[C@H](O)c1ccnc2ccc(OC)cc12 (some centres not stated)
  PAFAH1B3 FP inh: 5
  PAFAH1B2 inh: -4
Structure: COc1ccc(CN2CCN(C(=O)COc3cccc(C)c3)CC2)c(OC)c1
  PAFAH1B3 FP inh: 8
  PAFAH1B2 inh: 3

# Some values from the list:
# PAFAH1B2 inh, `CC12CCC3C(CCC4(O)CC(O)CCC34C=O)C1(O)CCC2C1=CC(=O)OC1` (configuration not stated) reads 0
# PAFAH1B3 FP inh, `O=P(Oc1ccccc1)(Oc1ccccc1)N1CCOCC1` reads 17
# PAFAH1B2 inh, `COc1ccc(NP2(=O)OCC(C)(N)CO2)cc1` (configuration not stated) reads 6
# PAFAH1B3 FP inh, `CCC1(CC(C)C)C(=O)NC(=S)NC1=O` reads 12
# PAFAH1B3 FP inh, `CCC1(CCC(C)C)C(=O)NC(=S)NC1=O` reads 6
# PAFAH1B2 inh, `Cc1ccc(/C=C2\C(=O)NC(=S)N(c3ccc(F)cc3)C2=O)o1` reads 3

# Later entries.
Structure: c1ccc2sc(C3CCNCC3)nc2c1
  PAFAH1B3 FP inh: 7
  PAFAH1B2 inh: 7
Structure: COc1cc(/C=C2\C(=O)NC(=O)N(c3ccccc3)C2=O)c([N+](=O)[O-])cc1OC
  PAFAH1B3 FP inh: 5
  PAFAH1B2 inh: 3
Structure: COc1ccc(/C=C/C=C2C(=O)NC(=S)NC2=O)cc1
  PAFAH1B3 FP inh: 5
  PAFAH1B2 inh: 9
Structure: CC(=O)C1CCC2C3CCC4CC(O)CCC4(C)C3C(=O)CC12C (configuration not stated)
  PAFAH1B3 FP inh: 0
  PAFAH1B2 inh: 1
Structure: NC(=O)c1cc([N+](=O)[O-])cc([N+](=O)[O-])c1
  PAFAH1B3 FP inh: 6
  PAFAH1B2 inh: 0
Structure: O=C(CCN1CC2CCC(CC2)C1)c1cccs1
  PAFAH1B3 FP inh: 1
  PAFAH1B2 inh: 5
Structure: C[N+](C)(C)CC1CCCC(C[N+](C)(C)C)C1=O (configuration not stated)
  PAFAH1B3 FP inh: 9
  PAFAH1B2 inh: 4
Structure: CCOC(=O)C1(c2ccccc2)CCN(CC(O)c2ccc(NC(C)=O)cc2)CC1 (configuration not stated)
  PAFAH1B3 FP inh: 4
  PAFAH1B2 inh: 1
Structure: COc1ccc(-c2cc(=NCCCCCC(=O)O)c3cc(C)ccc3o2)cc1
  PAFAH1B3 FP inh: 9&6
  PAFAH1B2 inh: 6&-4
Structure: OC(CNCc1ccccc1)c1ccc(Cl)cc1 (configuration not stated)
  PAFAH1B3 FP inh: 3
  PAFAH1B2 inh: 9
Structure: C=CCC1(Cc2ccsc2)C(=O)NC(=O)NC1=O
  PAFAH1B3 FP inh: 4
  PAFAH1B2 inh: 5
Structure: Cc1nc2cc(-c3ccc(Cl)cc3)nn2c(C)c1CCC(=O)N1CCC2(CC1)OCCO2
  PAFAH1B3 FP inh: 4
  PAFAH1B2 inh: 3

# Not all compounds are listed; the hit share may differ from the screen's.
